Wnt bcat act = Wnt/beta-catenin pathway activators, primary screen, cell-based, plate reader, single point; AID 743398, 2014; 300,000 compounds, 1.2% hits; activation, % at 9.35 µM; Wnt/beta-catenin reporter cell assay, activator; in the data active = activation above about 30%, passing the limit was not always enough; inconclusive = no clear call, values can overlap the other calls;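 also: 0% = neutral control wells and 100% = positive control wells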
HTR5A ag ctr = HTR5A agonists in luminescence cell assay, primary screen, counter-screen for OPRM1-OPRD1 heterodimer agonist project, full-deck HTS | 5-hydroxytryptamine receptor 5A (Homo sapiens), P47898 | cell-based | activation, % at 9.3 µM | 340,000 compounds, 0.61% hits; in the data active = activation mostly above about 9.5%, no sharp cut-off; inactive = mostly below about 7.6%;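 also: 0% = cells with vehicle only and 100% = reference agonist; strong numbers were not always called active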
Target sequence (P47898 whole entry, looked up): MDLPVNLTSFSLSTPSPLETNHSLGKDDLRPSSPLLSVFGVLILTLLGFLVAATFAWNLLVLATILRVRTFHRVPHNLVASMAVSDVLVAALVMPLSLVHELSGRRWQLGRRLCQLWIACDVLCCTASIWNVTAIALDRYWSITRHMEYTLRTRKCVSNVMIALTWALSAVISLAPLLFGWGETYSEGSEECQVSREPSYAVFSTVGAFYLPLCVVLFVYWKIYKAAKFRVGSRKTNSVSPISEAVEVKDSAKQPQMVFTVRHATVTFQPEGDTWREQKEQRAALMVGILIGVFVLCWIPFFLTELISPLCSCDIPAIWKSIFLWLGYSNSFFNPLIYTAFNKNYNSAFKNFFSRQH
SR-BI DiI inh = inhibitors of SR-BI mediated HDL lipid uptake, primary screen, ldlA[mSR-BI] cells, fluorescence, single point; Scavenger receptor class B member 1 (Mus musculus), Q61009; ldlA[mSR-BI] CHO cells, DiI-HDL uptake fluorescence, 3 h; inhibition, % at 12.5 µM; 320,000 compounds, 0.96% hits; AID 488896, 2010;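 active = mean replicate inhibition of at least 70% and a set share of replicates each scoring 70 or more; inconclusive = meets just one of the two criteria; inactive = fails both criteria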;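 also: 0% = median of neutral control wells and 100% = median of positive control wells; values of inactives mirror those of a sister screen read the other way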
Rtt109 HAT inh = inhibitors of C. albicans Rtt109/Vps75 HAT, primary screen, biochemical, ThioGlo CoA-SH fluorescence, plate reader; Histone acetyltransferase RTT109 (Candida albicans (strain SC5314 / ATCC MYA-2876)), …; purified Rtt109/Vps75, 4 h; inhibition, % at 34.9 µM; 330,000 compounds, 0.16% hits;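 active = inhibition of at least 50% in every replicate; inconclusive = best replicate reaches 50% inhibition but some replicates fall short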
SR-BI uptake up = activators of SR-BI mediated DiI-HDL uptake, primary screen, ldlA[mSR-BI] CHO cells, DiI fluorescence. 3 h; 100 = double the neutral-control signal. activation, % at 12.5 µM. 320,000 compounds, 0.096% hits. AID 504775, 2011;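 active = mean replicate activation of at least 60% and every replicate at or above 60%; inconclusive = mean or all-replicate condition met, but not both; inactive = mean below 60% and not all replicates reaching 60%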;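 also: 0% = median plate neutral-control signal and 100% = twice that signal; values of inactives mirror those of a sister screen read the other way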
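Material: SR-BI-overexpressing, LDLR-lacking CHO cells; schedule: compound exposure 3 h, 37 °C; reagent: DiI-labelled HDL at 10 µg/mL final; technique: bottom-read fluorescence, 550/595 nm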
RTF Ca sens act = cardiac RTF calcium sensitivity activators, primary screen, biochemical, IANBD-TnC fluorescence, EC20 calcium | IANBD-labeled TnC RTF fluorescence at EC20 calcium; 0% EC20 calcium, 100% full calcium | activation, % at 7.2 µM | 340,000 compounds, 0.24% hits;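 active = activation above the mean over all tested compounds plus 3 SD, cut at about 30% in these data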;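 also: rise in fluorescence read as greater calcium sensitivity of cardiac thin filaments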
PvdQ inh = P. aeruginosa PvdQ acylase inhibitors, primary screen, biochemical, fluorescence, plate reader and imaging, single point. PvdQ acylase [Pseudomonas aeruginosa LESB58]. purified PvdQ acylase. inhibition, % at 10 µM. 340,000 compounds, 0.063% hits; in the data active = inhibition above about 30%, passing the limit was not always enough; inconclusive = no clear call, values can overlap the other calls;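 also: 0% = vehicle neutral wells and 100% = reference inhibitor wells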
MITF TRPM1 HTS = activators of MITF-driven TRPM1 promoter reporter, primary screen, cell-based, SK-MEL-5, luciferase, single point; activation, % at 12.5 µM; 300,000 compounds, 0.75% hits; SK-MEL-5 TRPM1-promoter luciferase, 24 h; % of positive control, neutral wells = 0;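 active = mean activation of at least 80% with every replicate also reaching 80%; inconclusive = mean reaches 80% but some replicate falls short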;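 also: 0% = neutral control wells and 100% = parthenolide positive control wells; values of inactives mirror those of a sister screen read the other way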
dFosB act = activators of delta FosB homodimer, primary screen, biochemical, fluorescence polarization, TAMRA-CDK5 oligo, single point; 340,000 compounds, 0.99% hits; activation, % at 25 µM; Protein FosB (Mus musculus), P13346; purified delta FosB; percent of positive-control signal above neutral wells;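 active = mean activation above about 17%, with every replicate also reaching it, limit read from the data, passing the limit was not always enough; inconclusive = only one of the two conditions met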;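 also: fluorescence polarization rise as delta FosB binds a TAMRA Cdk5 AP-1 oligo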
CDK5 p35 inh = inhibitors of human CDK5/p35 kinase, primary screen, biochemical, single concentration | 330,000 compounds, 0.01% hits | AID 488839, 2010 | Recombinant CDK5/p35, ADP-Glo luminescence, 60 min | inhibition, % at 10 µM;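 active = highest replicate inhibition of at least 50% and at least 75% of replicates reaching 50%; inconclusive = only one of the two criteria met; inactive = both criteria failed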;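 also: plate controls were DMSO neutral control for no effect and GW8510 at 10 µM for full effect; many of its hits are not listed in these tables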
Target sequence (Q00535 whole entry, looked up): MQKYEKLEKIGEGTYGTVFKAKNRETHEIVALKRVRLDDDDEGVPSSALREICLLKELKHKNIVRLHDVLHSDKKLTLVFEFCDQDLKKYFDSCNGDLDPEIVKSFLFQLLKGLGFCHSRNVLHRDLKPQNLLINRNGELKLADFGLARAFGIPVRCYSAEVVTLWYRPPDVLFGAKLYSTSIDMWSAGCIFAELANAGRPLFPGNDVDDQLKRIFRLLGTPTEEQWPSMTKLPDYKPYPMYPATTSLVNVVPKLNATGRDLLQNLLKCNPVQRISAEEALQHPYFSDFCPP
Target sequence (Q15078 whole entry, looked up): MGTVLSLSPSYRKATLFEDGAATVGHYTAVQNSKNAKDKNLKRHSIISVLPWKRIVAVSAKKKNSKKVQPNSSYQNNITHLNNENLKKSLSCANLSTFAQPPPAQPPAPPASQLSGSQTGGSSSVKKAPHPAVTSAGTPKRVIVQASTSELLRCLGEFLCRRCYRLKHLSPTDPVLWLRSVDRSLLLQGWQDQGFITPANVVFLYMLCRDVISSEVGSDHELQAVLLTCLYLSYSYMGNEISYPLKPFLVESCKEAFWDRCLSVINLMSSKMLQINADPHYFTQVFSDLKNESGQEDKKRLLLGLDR
* hit, by the source's call; ? = inconclusive; . = no result given.

SMILES	Wnt bcat act	HTR5A ag ctr	SR-BI DiI inh	Rtt109 HAT inh	SR-BI uptake up	RTF Ca sens act	PvdQ inh	MITF TRPM1 HTS	dFosB act	CDK5 p35 inh
CC1CCN(CCCNC(=O)Cn2ncc3c([nH]c4ccccc43)c2=O)CC1	1	-1	-8	0	8	-13	3	12	-15	-0.2
Cc1ccccc1NC(=O)C1c2cccc[n+]2CC(=O)N1Cc1ccc2c(c1)OCO2 (stereo not drawn)	1	5	9	30	-9	-4	-8	-9	-11	1.1
O=C(/C=C/c1ccc(Cl)cc1Cl)NCCSc1ccccc1	.	3	8	-3	-8	2	-11	3	-10	-0.6
O=C(COC(=O)c1ccc(Cl)nc1)NCc1ccco1	-1	0	-11	6	11	-3	-14	0	-7	-1.2
O=C(NC(=S)N1CCCCC1CO)c1cc(Br)ccc1Cl (stereo not drawn)	-1	3	-7	2	7	-4	-16	8	4	1.0
Cc1cc(C)c(S(=O)(=O)NCCn2c(C)cc3ccccc32)c(C)c1	-2	-3	24	-7	-24	6	-7	22	-18	0.0
Cc1ccn2cc(-c3ccc(NS(=O)(=O)c4ccccc4)cc3)nc2c1	6	2	-29	1	29	-7	-1	0	0	-2.3
O=C(COC(=O)c1ccc2c(c1)OCO2)NC1CCCCC1	5	-2	6	1	-6	-3	-10	5	-1	-1.0
S=c1nc(-c2ccc(Br)cc2)[nH]c2ccccc12	0	11	.	-1	.	-3	-4	-13	45*	1.5
O=C(NCCN1CCN(C(=O)c2ccccc2Cl)CC1)C(=O)NCc1ccccc1	2	1	0	-6	0	-5	-17	-4	-2	1.0
CCOc1ccc(OCCC(=O)OCC(=O)Nc2cc(C)nn2-c2ccccc2)cc1	-2	-1	-5	8	5	-2	17	-6	-4	-0.3
C=CCC[C@@H](Cc1ccc(F)cc1)C(=O)OC[C@@H](NC(=O)[C@@H](CC=C)CC(=O)N[C@@H](CO)Cc1ccccc1)C(C)(C)C	-4	1	58	-1	-58	-3	-2	-6	-7	0.9
Cc1ccc2nc(-c3cc(-c4ccccc4)no3)cn2c1	18	7	15	1	-15	-8	-10	-30	4	-1.0
Cc1ccc(NC(=O)CSCC(=O)NNC(=O)c2nn(C)c(=O)c3ccccc23)cc1	0	3	3	-1	-3	2	-10	-4	0	-1.6
Cc1ccccc1C(=O)NC1CCN(CC(=O)Nc2ccccc2)CC1	-1	0	-20	0	20	-2	-2	.	8	0.5
O=C(O)CN1CCN(c2ncc(C(F)(F)F)cc2Cl)CC1	-1	-1	-8	1	8	-6	-14	0	4	-3.2
CC1(C)Cc2nc(NCCCO)c(C#N)cc2CO1	.	2	.	-9	.	-4	-5	2	3	1.2
Cc1ccc(COn2c(-c3ccc(Cl)cc3)nc3ccc([N+](=O)[O-])cc32)cc1	42*	-2	18	4	-18	2	5	102*	1	-0.3
NC(=O)c1ccccc1NC(=O)Nc1ccccc1Cl	-2	3	-36	.	36	0	3	3	-5	-0.1
COc1ccc2nc(SCC(=O)c3c(N)n(C4CC4)c(=O)[nH]c3=O)[nH]c2c1	-1	4	7	-9	-7	4	13	-3	-15	-0.7
O=C(CS(=O)c1ccc(C(F)(F)F)cc1[N+](=O)[O-])Oc1ccc(Cl)cc1 (stereo not drawn)	17	1	1	-7	-1	-4	-14	-30	-6	-1.8
COc1cc2c(cc1OC)CN(C(=O)c1ccc(S(=O)(=O)N3CCCC3)cc1)CC2	-2	0	17	-2	-17	2	-7	-7	-4	1.2
C#CCOCCOCCOCCNc1nc(N2CCOCC2)nc(N2CCN(C(=O)[C@H](CCC(=O)O)n3cc(C(N)[C@H](C)CC)nn3)CC2)n1 (stereo partly drawn)	5	9	-11	-9	11	-4	2	17	-1	-1.7
CCCN1CCN(C(=O)c2oc3ccccc3c2NC(=O)C2CC2)CC1	0	4	-22	-7	22	6	-4	5	-8	-2.1
CC(C)Cc1cc(C(C)(C)C)ccc1OC(=S)N(C)C	-1	1	-34	0	34	6	-4	-5	-4	1.2
CC[C@]12c3[nH]c4ccc(Cl)cc4c3CCN1C(=O)[C@@H](CC(=O)NCCc1ccccn1)C[C@@H]2C(=O)N1CCN(C(=O)c2ccco2)CC1	0	1	8	15	-8	-2	5	-3	-8	3.6
CCN(CC)C(=O)[C@H]1CC(CC(=O)NCc2cccc(C(F)(F)F)c2)C(=O)N2CCc3c([nH]c4ccc(OC)cc34)[C@]12C (stereo partly drawn)	-4	0	32	-9	-32	-4	-3	11	-12	0.2
Cc1cc(C)c(S(=O)(=O)NC(C)C)c(C)c1-n1cnnn1	-1	2	4	2	-4	0	1	-4	-3	0.2
Cc1sc2nc3ccc(NCc4ccco4)nn3c(=O)c2c1C	.	9	13	-290	-13	1	-10	17	2	0.8
O=C(CC1CC2CCC1C2)Nc1nc(-c2ccccn2)cs1 (stereo not drawn)	6	-2	15	17	-15	-4	-11	7	-3	-1.9
COc1ccc2oc(=O)c(/C(C)=N/Nc3nc(-c4cc(C)ccc4C)cs3)cc2c1	-4	1	7	-2	-7	-2	5	5	-10	-0.3
Cc1cc(C)n2c(SCC(=O)Nc3cc(S(=O)(=O)N(C)C)ccc3C)nnc2n1	-3	1	-56	-4	56	3	-9	-5	-2	-0.6
CC(C)CC(=O)N1CCN(S(=O)(=O)c2ccc3ccccc3c2)CC1	-3	1	-4	-1	4	-2	3	0	-10	-0.7
Cc1ccc2nc(N3CCN(c4cccc(C)c4C)CC3)c3nnnn3c2c1	0	5	9	-17	-9	1	-9	-11	-4	-0.9
Cc1ccc(CNC(=O)CSc2nnnn2C)cc1	.	4	-7	12	7	3	-2	.	-5	-0.8
COc1ccc(/C=c2\s/c(=C\C(=O)C(C)(C)C)[nH]c2=O)cc1O	1	5	.	3	.	1	-14	10	-22	2.0
CC(=O)c1ccccc1OC(=O)c1ccc(-c2ccccc2)cc1	5	-4	16	9	-16	5	-9	.	-13	-0.7
CCN(CC)c1cc(C)c2cc(NC(=O)c3cccs3)ccc2n1	3	-1	32	3	-32	1	-17	53	7	-0.7
CCOC(=O)CC(=O)CSc1nc2c(C)c(C)ccc2cc1C	.	4	16	2	-16	5	-4	.	-14	1.4
O=C(Nc1cccc(C(F)(F)F)c1)c1cccnc1N1CCCC1	.	-1	15	-1	-15	-7	4	-17	-4	0.9
O=C(NN=Cc1ccc(O)cc1O)c1ccccc1NS(=O)(=O)c1cccs1	-6	-2	97*	1	-97	1	1	.	-3	-0.4
CCC1CCCCN1C(=O)CSC1=NN2CCCC(=O)N=C2S1 (stereo not drawn)	-1	-4	.	-1	.	0	-4	-2	0	-0.1
CCOc1ccc(C(=O)NCC(=O)OCc2c(F)cccc2Cl)cc1OCC	-3	1	4	12	-4	-2	-3	0	-15	0.7
O=S(=O)(c1ccc(S(=O)(=O)N2CCCC2)cc1)N1CCCCCC1	-3	4	-10	.	10	4	1	-11	1	3.2
CCCC(=O)c1cc2cc(Cl)ccc2oc1=O	-4	-2	12	.	-12	-5	-8	.	-7	0.5
Cc1c(C(=O)NCC(c2ccco2)N2CCCC2)sc2ccccc12 (stereo not drawn)	-3	1	9	-3	-9	5	-18	7	-5	1.2
COc1cccc(C2NC(=S)NC(C)=C2C(=O)c2ccccc2)c1OC (stereo not drawn)	-1	-3	18	8	-18	5	-12	-19	-10	2.0
Cc1nnc(NC(=O)c2nn(CC(C)C)c(=O)c3ccccc23)s1	-1	-3	2	2	-2	7	-9	7	-4	0.3
Cc1csc2c(N3CCN(C(=O)Nc4ccccc4)CC3)ncnc12	1	7	3	8	-3	5	-10	8	-11	-0.2
CCC1(CC)NC(=O)N(CC(=O)OC(C)C(=O)Nc2ccc(NC(C)=O)cc2)C1=O (stereo not drawn)	1	-4	-7	0	7	2	-16	9	-5	-1.2
Next section.
SMILES	Wnt bcat act	HTR5A ag ctr	SR-BI DiI inh	Rtt109 HAT inh	SR-BI uptake up	RTF Ca sens act	PvdQ inh	MITF TRPM1 HTS	dFosB act	CDK5 p35 inh
Cc1c(C(=O)NNC(=S)Nc2cccc(Cl)c2)nnn1-c1ccccc1	.	-1	-1	-8	1	11	-16	5	-6	3.0
COc1ccc(-c2cc(C(=O)OCC(=O)c3ccc(C)c([N+](=O)[O-])c3)c3ccccc3n2)cc1	2	-1	39	-25	-39	3	-3	30	1	0.9
O=C(NCC1CCN(C(=O)c2cccc([N+](=O)[O-])c2)CC1)c1cccc([N+](=O)[O-])c1	-1	4	.	-1	.	0	-10	-10	0	0.0
OC(COC1CCCCC1)CN1CCN(c2ccccc2)CC1 (stereo not drawn)	-7	-2	22	-2	-22	1	-13	.	1	-0.4
CCOC(=O)C1CCCN(S(=O)(=O)c2ccccc2)C1 (stereo not drawn)	.	8	-39	0	39	1	-9	9	5	0.1
CS(=O)(=O)c1ccc(Cl)c(NC(=O)COC(=O)c2ccc(F)cc2Cl)c1	2	2	3	20	-3	1	?	8	1	-1.4
O=C(CNC(=O)c1ccc(Cl)cc1)NNc1c(F)c(F)cc(F)c1F	-2	0	-33	1	33	7	-12	9	8	-1.6
CCOc1ccc(CN(CCO)CCO)cc1[N+](=O)[O-]	.	8	-11	6	11	-3	-2	-5	5	0.5
OC1CCN(c2ncnc3c2nnn3Cc2c(F)cccc2Cl)CC1	.	1	-17	2	17	-4	-7	11	-5	0.0
CN(C)c1nnnn1-c1ccc(Cl)cc1Cl	-1	4	-8	2	8	5	17	1	5	0.2
CCn1cc(C(=O)O)c(=O)c2cc(F)c(N3CCN(S(=O)(=O)c4ccc5c(c4)OCCO5)CC3)cc21	0	-4	15	-5	-15	7	-13	17	-2	-2.6
COc1ccc(-c2nn(Cc3ccccc3)cc2C(=O)N2CCN(c3ccccn3)CC2)cc1OC	2	0	-16	4	16	3	-13	-4	-7	1.2
O=C(O)C1CCCN1C(=O)OCC1c2ccccc2-c2ccccc21 (stereo not drawn)	0	3	-7	-1	7	1	-11	8	5	0.3
O=C(NCCC1=CCCCC1)C1CCN(S(=O)(=O)c2cccs2)CC1	-2	1	-10	-2	10	3	-18	-8	-4	1.1

Assay outcomes as filed in PubChem BioAssay.
